TRPC4 act = activators of mouse TRPC4 channel | AID 2237 | Q9QUQ5 | B-score at 10 µM | 0.49% of 310,000 active | HEK293 TRPC4beta/mu-opioid, Fluo4 calcium fluorescence; hits give high values;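 active means B-score above 5 SD of library B-scores, and initial fluorescence ratio not above library mean plus 5 SD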;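 further: positive B-score marks a calcium rise read as TRPC4 activation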
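Assay system: HEK293 cells stably co-expressing mouse TRPC4beta and mu-opioid receptor / Timing: Fluo4 dye loading 45 min at room temperature, 110 s recording / Signal: Fluo4 calcium-sensitive dye fluorescence, kinetic, 1 Hz baseline / Read-out: integrated baseline-normalised fluorescence ratio, converted to per-well B score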
hERG rescue = shields human hERG channel from block by proarrhythmic agents | Q12809 | CHO-hERG, FluxOR thallium flux, dofetilide IC70 present | activation (rescue from dofetilide block), less the hit threshold, % at 10 µM | 0.51% of 310,000 active | AID 1511;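 active means activation above the mean of controls blocked by dofetilide plus 5 SD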;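 further: thallium influx through hERG after potassium depolarization seen as dye fluorescence rise; in these data hits start at about 4.7%; inactives centre near -7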
Target sequence (Q12809 whole entry, looked up): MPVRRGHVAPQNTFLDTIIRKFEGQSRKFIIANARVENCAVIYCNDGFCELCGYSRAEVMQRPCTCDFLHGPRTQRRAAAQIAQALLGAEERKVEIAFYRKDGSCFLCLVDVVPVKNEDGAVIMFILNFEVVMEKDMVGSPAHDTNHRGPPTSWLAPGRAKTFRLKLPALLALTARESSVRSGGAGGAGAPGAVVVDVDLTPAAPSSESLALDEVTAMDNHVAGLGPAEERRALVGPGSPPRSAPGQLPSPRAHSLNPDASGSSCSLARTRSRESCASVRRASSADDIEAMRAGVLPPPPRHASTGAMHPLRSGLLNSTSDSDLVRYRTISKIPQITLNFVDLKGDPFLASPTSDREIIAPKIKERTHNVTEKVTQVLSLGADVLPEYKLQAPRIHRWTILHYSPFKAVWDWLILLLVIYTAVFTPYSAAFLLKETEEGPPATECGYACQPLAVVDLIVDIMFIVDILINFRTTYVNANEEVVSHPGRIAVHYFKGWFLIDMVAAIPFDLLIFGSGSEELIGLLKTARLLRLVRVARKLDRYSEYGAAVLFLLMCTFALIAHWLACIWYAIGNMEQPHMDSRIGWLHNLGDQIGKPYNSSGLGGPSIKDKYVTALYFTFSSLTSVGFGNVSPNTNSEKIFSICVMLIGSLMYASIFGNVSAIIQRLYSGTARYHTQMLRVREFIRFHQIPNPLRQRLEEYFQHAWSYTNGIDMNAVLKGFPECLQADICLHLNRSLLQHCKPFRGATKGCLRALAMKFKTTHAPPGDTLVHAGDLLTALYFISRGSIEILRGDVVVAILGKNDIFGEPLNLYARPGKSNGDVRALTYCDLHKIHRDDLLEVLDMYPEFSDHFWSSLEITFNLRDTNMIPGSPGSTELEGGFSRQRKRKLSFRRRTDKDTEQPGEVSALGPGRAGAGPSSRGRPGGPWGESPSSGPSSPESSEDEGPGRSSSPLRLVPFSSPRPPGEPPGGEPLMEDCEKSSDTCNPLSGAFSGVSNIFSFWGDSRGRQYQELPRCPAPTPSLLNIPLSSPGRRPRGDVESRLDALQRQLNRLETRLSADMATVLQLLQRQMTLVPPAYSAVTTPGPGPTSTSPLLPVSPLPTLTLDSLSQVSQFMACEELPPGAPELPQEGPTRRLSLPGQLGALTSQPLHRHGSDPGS
TMEM16A inh = inhibitors of mouse TMEM16A calcium-activated chloride channel | Q8BHY3 | normalized B-score (activity score, 25-100; higher = stronger inhibition) at 10 µM | HEK293 TMEM16A/YFP iodide influx fluorescence, ionomycin | 1.2% of 310,000 active;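 active means ratio plate-corrected score three or more library SD toward inhibition, starting fluorescence score within five deviations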;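 further: score derived from kinetic fluorescence span divided by baseline fluorescence per well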
Dyrk1A ADPGlo = Dyrk1A (rat) kinase inhibition; AID 504441; ADP-Glo luminescence, NFATc1 peptide; Q63470; 0.43% of 310,000 active; inhibition, % at 12.5 µM; in the data active means inhibition above about 50%;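 further: plate controls were vehicle with enzyme for no effect and no enzyme for full effect; many of its hits are not listed in these tables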
KCNK9 inh = inhibitors of human KCNK9 two-pore domain potassium channel. Q9NPC2. HEK293 KCNK9, FluxOR thallium flux fluorescence; hits give low values. B-score at 10 µM. 1.2% of 310,000 active;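 active means ratio B-score over 3 SD below the library mean, with starting fluorescence within 5 SD of its mean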;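 further: negative B-score means less thallium flux so channel inhibition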
HDAC3 inh = blocks human histone deacetylase 3; recombinant HDAC3, fluorogenic peptide/trypsin coupled, fluorescence; inhibition, % at 8.3 µM; 0.15% of 320,000 active; in the data active means inhibition above about 26%, passing the limit was not always enough; inconclusive means no clear call, values can overlap the other calls
ANO1 activ = activators or potentiators of mouse TMEM16A chloride channel. Q8BHY3. HEK293 TMEM16A/YFP-H148Q/I152L, iodide quench fluorescence; hits give low values. B-score at 10 µM. 0.3% of 340,000 active. AID 623877;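 active means fluorescence-ratio B-score plate-corrected deviation score at least 3 library SD below zero, with starting fluorescence score within 5 deviations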;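 further: channel opened by trigger with iodide after compound preincubation; score built on the fluorescence ratio of max minus min over baseline; more negative score means more quench and so TMEM16A activation or potentiation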
KCNQ1 pot = potentiates or activates the human KCNQ1 potassium channel; P51787; CHO-K1 KCNQ1, thallium flux FluxOR fluorescence; hits give high values; B-score at 10 µM; 0.35% of 310,000 active;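 active means fluorescence ratio B-score, a plate-corrected score, at least three library SD, with initial intensity B-score within 5 SD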
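Assay system: stable KCNQ1 CHO-K1 line; medium: assay buffer, equal DMSO in all wells; timing: 90 min dye loading and 20 min compound exposure, both at room temperature; technique: kinetic FluxOR thallium fluorescence, 10-s 1-Hz baseline, 110-s post-stimulus read; read-out basis: B score of baseline-normalized fluorescence ratio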
KCNK3 inh = human KCNK3 channel inhibition, primary screen; O14649; CHO-KCNK3 thallium flux, FluxOR fluorescence; hits give low values; B-score at 10 µM; 0.84% of 340,000 active; AID 602410;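 active means B-score under library mean minus 4 SD, starting fluorescence ratio at most library mean plus 5 SD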;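 further: more negative B-score means stronger inhibition of thallium flux through KCNK3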
KCNQ1 block = inhibitors of human KCNQ1 potassium channel; P51787; CHO-K1 KCNQ1, FluxOR thallium flux fluorescence; hits give high values; B-score at 10 µM; 1.3% of 310,000 active;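 active means compounds whose thallium flux B-score, printed positive for inhibition, exceeds three library SD while starting fluorescence stays within three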;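 further: channel opened by potassium depolarization with thallium stimulus after 20 min compound exposure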
TRPC4 PAM = TRPC4 (mouse) allosteric potentiation; HEK293 TRPC4beta/mu-opioid, DAMGO EC20, Fluo-4 Ca2+ flux; hits give high values; 0.42% of 310,000 active; B-score at 10 µM; Q9QUQ5;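 active means B-score of calcium response area above 5 SD of library B-scores, with initial fluorescence ratio within 5 SD of library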;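 further: B-score of integrated fluorescence ratio over time as area under calcium response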
Starred values were filed as active, the others as inactive; i = inactive; u = inconclusive; x = no result given. An excerpt; rates above refer to the full screens.

Preview (3 entries):
SMILES	TRPC4 act	hERG rescue	TMEM16A inh	Dyrk1A ADPGlo	KCNK9 inh	HDAC3 inh	ANO1 activ	KCNQ1 pot	KCNK3 inh	KCNQ1 block	TRPC4 PAM
CCOC(=O)c1ccc(NC(=O)C(CC)(CC)C(=O)OCC)cc1	i	-4.3	i	-2.0	i	12.9	i	i	i	i	i
Cc1cc(C(F)(F)F)nn1CC(=O)N(C)c1ccccc1	i	-3.0	i	8.6	i	-5.2	i	i	i	i	i
COc1cc(/C=N/NC(=O)c2cccnc2)ccc1OCC(=O)Nc1ccc(C)cc1	i	-0.6	i	-6.1	i	-4.8	i	i	i	i	i

The listing, repeating the preview:
SMILES	TRPC4 act	hERG rescue	TMEM16A inh	Dyrk1A ADPGlo	KCNK9 inh	HDAC3 inh	ANO1 activ	KCNQ1 pot	KCNK3 inh	KCNQ1 block	TRPC4 PAM
CCOC(=O)c1ccc(NC(=O)C(CC)(CC)C(=O)OCC)cc1	i	-4.3	i	-2.0	i	12.9	i	i	i	i	i
Cc1cc(C(F)(F)F)nn1CC(=O)N(C)c1ccccc1	i	-3.0	i	8.6	i	-5.2	i	i	i	i	i
COc1cc(/C=N/NC(=O)c2cccnc2)ccc1OCC(=O)Nc1ccc(C)cc1	i	-0.6	i	-6.1	i	-4.8	i	i	i	i	i
COc1cccc(C2=NN(S(C)(=O)=O)C(c3cccs3)C2)c1 (centres undefined)	i	-3.3	i	2.9	i	-2.4	i	i	i	i	i
Cc1nc(N2CCCC2)c2nnn(Cc3ccccc3Cl)c2n1	i	-8.9	i	-1.3	i	-0.2	x	i	i	i	i
CC(C)c1ccc(O)c(NC(=S)NC(=O)CCc2ccccc2)c1	i	-7.2	i	-3.7	i	5.0	i	i	i	i	i
COC(=O)c1cn(C(=O)c2ccc(Br)o2)c2ccccc12	i	-3.8	i	10.8	i	-0.9	i	i	i	i	i
CCOc1cc(C(=O)NCCOC)cc(OCC)c1OCC	i	0.5	i	-0.6	i	1.6	i	i	i	i	i
CC1CC(Nc2ccccc2)=NC1(C)C (centres undefined)	i	-6.0	i	1.0	i	-2.7	i	i	i	i	i
C[C@@H]1C=C[C@](Cc2ccccc2)(C(=O)NCC2CC2)N1C(=O)c1ccccc1	i	-11.1	i	-12.7	i	11.1	i	i	i	i	i
COc1ccc(CCNC(=O)C(=O)NCC2CCCN2S(=O)(=O)c2ccccc2)cc1 (centres undefined)	i	-15.3	i	-8.9	i	-3.2	i	i	i	i	i
CCOC(=O)C1=C(C)Nc2ncnn2C1/C=C/c1ccccc1 (centres undefined)	i	-4.8	i	0.4	i	1.0	i	i	i	i	i
COc1ccc(OC)c(NC(=O)CC2SC(=Nc3ccccc3)N(CCc3ccccn3)C2=O)c1 (centres undefined)	i	-5.6	i	7.9	i	-0.3	i	i	i	i	i
CC(C)n1nnnc1-c1cccc(Cl)c1	i	-9.8	i	-3.0	i	3.2	i	i	i	i	i
O=C(Nc1ccccc1)Nc1ccc(Cl)nc1Cl	i	-8.2	i	x	i	-0.4	i	i	i	i	i
O=c1ccc2cc(S(=O)(=O)NCCCc3ccccc3)ccc2[nH]1	i	-6.5	i	-3.4	i	-1.7	i	i	i	i	i
N#C/C(=C(/O)C(Cl)(Cl)Cl)c1nc2ccccc2[nH]1	i	-13.0	i	-17.5	i	-1.0	i	i	i	i	i
Cc1cccc(C)c1N1CCN(C(=O)c2ccc3c(c2)OCO3)CC1	i	-2.4	i	4.6	i	8.4	i	i	i	i	i
COc1ccc(NC(=S)N2CCC(c3ccc(C)cc3)C2)cc1 (centres undefined)	i	-2.8	i	2.8	i	1.7	i	i	i	i	i
CNC(=O)C1CCC(=O)N1Cc1ccccc1Cl (centres undefined)	i	-6.2	i	1.3	i	6.2	i	i	i	i	i
O=S(=O)(NCC(c1cccnc1)N1CCN(c2ccccc2)CC1)c1cc(F)ccc1F (centres undefined)	i	-10.8	i	-7.4	i	-6.8	i	i	i	i	i
Cc1cc(-c2cccs2)c2c(N)c(C(=O)c3ccc4c(c3)OCO4)sc2n1	i	-11.9	i	-5.1	-6.65*	-4.4	i	i	i	7*	i
C/C(=N\N=C(/N)SC1CC(=O)N(c2ccc(Br)cc2)C1=O)c1cccs1 (centres undefined)	i	-3.8	i	-4.0	i	17.5	i	i	i	i	i
O=C(NNc1ccc([N+](=O)[O-])cc1)c1ccccc1Cl	i	-6.7	i	0.8	i	5.5	i	i	i	i	i
COC(=O)c1sc(NC(=S)NC(=O)c2ccc(C)cc2)nc1C	i	7.7*	i	x	i	-3.5	i	18*	i	i	i

The list goes on:
SMILES	TRPC4 act	hERG rescue	TMEM16A inh	Dyrk1A ADPGlo	KCNK9 inh	HDAC3 inh	ANO1 activ	KCNQ1 pot	KCNK3 inh	KCNQ1 block	TRPC4 PAM
O=C(CSc1nnc(CCCN2C(=O)c3cccc4cccc(c34)C2=O)n1-c1ccccc1)N1CCN(CCO)CC1	i	-6.0	i	-3.0	i	0.4	i	i	i	i	i
CCO[C@H]1OC(C(=O)O)=C[C@@H](C2CCCCC2)[C@@H]1CCCO	i	-4.2	i	1.9	i	-1.9	i	i	i	i	i
C#Cc1ccc([C@H]2C=C(C(=O)NCc3nc4ccccc4[nH]3)O[C@@H](OCc3ccc(CO)cc3)C2)cc1	i	-7.9	i	24.1	i	3.7	i	i	i	i	i
COc1ccc(F)cc1S(=O)(=O)NCc1ccccc1	i	-10.6	i	-9.9	i	0.2	i	i	i	i	i
O=C(O)C1CC=CCC1C(=O)NCc1ccc(Cl)c(Cl)c1 (centres undefined)	i	-8.7	i	-4.3	i	-1.7	i	i	i	i	i
CCOc1ccccc1C(=O)NC1CCN(CC(=O)Nc2cc(OC)ccc2OC)CC1	i	-10.1	i	-1.1	i	0.6	i	i	i	i	i
S=C1NC2(CCCCC2)NN1c1ccccc1	i	-11.2	i	-2.0	i	-2.9	-5.02*	i	i	i	i
O=C(CNC(=O)c1ccco1)NCC(=O)OCc1ccc(C(=O)Oc2ccc(Cl)cc2)cc1	i	-15.8	i	0.3	i	0.8	i	i	i	i	i
COC(=O)c1cc(OC)c(OC)cc1NC(=O)Nc1ccc(OC)cc1	i	-3.6	i	-3.4	i	-8.1	i	i	i	i	i
CCN1CCN(c2nc(NCCO)c3ccccc3n2)CC1	i	-12.7	i	x	i	1.5	i	i	i	i	i
Cc1ccnc(N2CCCC(C(=O)NC3CC3)C2)n1 (centres undefined)	i	-1.0	i	-5.6	i	-0.8	i	i	i	i	i
COc1ccc(-n2ccnc2SCC(=O)NC2CCCC2)c(OC)c1	i	-12.3	i	x	i	-5.5	i	i	i	i	i
COc1ccc(NC(=O)Nc2cccnc2)c(OC)c1	i	2.4	i	3.0	i	-1.4	i	i	i	i	i
Cc1cc([N+](=O)[O-])nn1CC(=O)Nc1ccc(Cc2ccncc2)cc1	i	-5.1	i	-1.5	i	-6.9	i	i	i	i	i
CCNC(=S)N1CCN(CCN2C(=O)c3cccc4cccc(c34)C2=O)CC1	i	-14.9	i	x	i	5.7	i	i	i	i	i
C=CCc1cc(Cl)ccc1OCCNCCCOC	i	-10.4	i	x	i	-1.2	i	i	i	i	i
CN(C)CCCNc1ncnc2c1c(-c1ccccc1)cn2-c1ccccc1	i	-13.3	i	0.0	i	-5.8	i	i	i	i	i
CCOc1ccccc1Nc1cc(C)c2cccc(C)c2n1	i	-9.0	i	2.4	i	0.9	i	i	i	i	i
O=C(COC(=O)c1cccc(Cl)c1Cl)NC1CCCC1	i	-11.8	i	2.6	i	2.0	i	i	i	i	i
COc1ccc(N(Cc2cc3ccccc3[nH]c2=O)S(=O)(=O)c2ccc(OC)cc2)cc1	i	-10.3	i	-3.6	-7.18*	-2.0	i	i	i	i	i
COc1ccccc1N1CCN(C(=O)C(=O)N/N=C/c2cccc(O)c2)CC1	i	-12.7	i	-0.4	i	3.3	i	i	i	i	i
CCC(=O)N1c2ccccc2NC2=C(C(=O)CC(c3ccco3)C2)C1c1ccco1 (centres undefined)	i	-5.2	i	-1.9	i	1.3	i	i	i	i	i
Cc1cccnc1NC(=O)c1ccc(S(=O)(=O)NCc2ccco2)cc1	i	-9.2	i	2.1	i	0.3	i	i	i	i	i
Cc1sc2nc(CSc3ccccc3)nc(NCCN(C)C)c2c1C	176*	-12.7	i	-1.7	i	2.2	i	i	i	i	i
O=C(Cn1c(NCCO)nc2ccccc21)NCC1CCCO1 (centres undefined)	i	-11.2	i	-1.8	i	x	i	i	i	i	i

Other compounds follow:
SMILES	TRPC4 act	hERG rescue	TMEM16A inh	Dyrk1A ADPGlo	KCNK9 inh	HDAC3 inh	ANO1 activ	KCNQ1 pot	KCNK3 inh	KCNQ1 block	TRPC4 PAM
CCn1ncc(CN2CCC(Oc3cc(C(=O)NC4CC4)ccc3OC)CC2)c1C	i	-9.6	i	18.1	i	7.0	i	i	i	i	i
NC(=S)Nn1c(-c2ccccc2)nc2ccccc2c1=O	i	-7.2	i	9.2	i	3.1	i	i	i	i	i
O=C(CSc1nnc(-c2ccc(F)cc2)n1CC1CCCO1)NCc1ccco1 (centres undefined)	i	-11.8	i	-4.9	i	4.6	i	i	i	i	i
CC1CCCN(C(=O)CN2CCN(C(=O)c3ccco3)CC2)C1 (centres undefined)	i	-5.8	i	-1.0	i	-2.3	i	i	i	i	i
O=C(c1ccccc1N(Cc1ccccc1)S(=O)(=O)c1ccccc1)N1CCOCC1	i	-7.5	i	-7.9	i	-3.3	i	i	i	i	i
CCOC(=O)C1CCN(c2c(NCc3ccc(C(=O)NCCOC)cc3)c(=O)c2=O)CC1	i	-8.8	i	-0.5	i	-6.4	i	i	i	i	i
CCOC(=O)c1ccc(NC(=O)CC2SC(=NC)N(C)C2=O)cc1 (centres undefined)	i	-4.6	i	5.5	i	-0.3	i	i	i	i	i
O=C(CSc1nnc(-c2ccc(Cl)cc2)n1Cc1ccco1)NCc1ccc2c(c1)OCO2	i	-6.2	i	-0.6	i	1.6	i	i	i	i	i
N#C/C(=C\Nc1ccc2c(c1)OCCO2)C(=O)NCc1ccco1	i	-7.8	i	x	i	6.9	i	i	i	i	i
COc1cccc(NC(=O)CN(C)C(=O)COc2ccc3ccccc3c2)c1	i	-7.4	i	-3.6	i	-1.3	i	i	i	i	i
CCN1CCN(c2nc3ccccn3c(=O)c2/C=C(\C#N)S(=O)(=O)c2ccccc2)CC1	i	-10.3	i	x	i	u	i	i	i	i	i
O=C(OCC(=O)N1CCOCC1)c1ccc(O)cc1	i	-2.0	i	8.3	i	-1.0	i	i	i	i	i
CCOc1nc(-c2ccc(C)cc2)ccc1-c1noc(-c2cccnc2)n1	i	-7.8	x	x	i	x	x	i	x	i	i

Screens from PubChem.
